LMPTP block – blocks human LMPTP phosphatase; P24666; recombinant LMPTP-A, OMFP fluorogenic substrate, fluorescence intensity; inhibition, % at 20 µM; 360,000 compounds, 0.22% hits;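 active means compounds that cut the enzyme signal by at least half of the control window in the single-dose screen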;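 further: plate controls were DMSO wells with enzyme plus substrate for no effect and substrate without enzyme for full effect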
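Assay system: LMPTP-A enzyme. Input: 0.625 nM LMPTP-A final. Probe or stimulus: 400 µM OMFP. Compound dosing: single 20 µM dose. Schedule: 50 min dark incubation at room temperature. Detection: fluorescence intensity of OMFP turnover product. Read-out: percent inhibition versus substrate-only and uninhibited controls. Benchmarks: no-enzyme low control, uninhibited high control.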
bovine MsrA act – activates bovine MsrA enzyme; purified bovine MsrA, absorbance read-out; 360,000 compounds, 0.3% hits; activation, % at 10.6 µM; in the data active means activation above about 7.5%;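 further: 0% = vehicle and 100% = reference activator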
STEP inh – inhibitors of human striatal-enriched phosphatase STEP; 360,000 compounds, 0.25% hits; recombinant STEP, OMFP fluorogenic substrate, fluorescence; inhibition, % at 20 µM; AID 588621; P54829;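 active means inhibition at 20 µM, scaled per plate between control wells, above about 37%, limit read from the data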;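 further: 0% = DMSO with enzyme and substrate and 100% = substrate only without enzyme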
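System: isolated STEP enzyme; schedule: 20 min enzyme reaction at room temperature, protected from light; medium: Bis-Tris buffer pH 6.0, 2.5 mM DTT, 0.005% Tween 20; signal: fluorescence, 480/540 nm; dosing: single compound dose of 20 µM, 1% DMSO final; also added: OMFP substrate, 25 µM final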
CendR NRP1 mod – NRP-1/CendR interaction modulation | O14786 | FAM-RPARPAR peptide binding to NRP-1, fluorescence polarization | inhibition, % at 25 µM | 360,000 compounds, 0.85% hits;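 active means inhibition or corrected inhibition above about 18%, plus a signal ratio from 0.5 to 1.5, limit read from the data, passing the limit was not always enough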; further: strong numbers were not always called active
E coli Lon inh – inhibitors of E. coli Lon protease; 360,000 compounds, 0.42% hits; purified E. coli Lon protease, fluorescence polarization; P0A9M0; inhibition, % at 7.94 µM; AID 602123; in the data active means inhibition above about 13%, passing the limit was not always enough;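 further: 0% = enzyme with probe and DMSO and 100% = no enzyme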
TbMetRS inhib – Trypanosoma brucei MetRS inhibition; 360,000 compounds, 0.4% hits; purified T. brucei MetRS, ATP depletion, Kinase-Glo luminescence; AID 624268; inhibition, % at 11.9 µM;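 active means inhibition above a per-plate cutoff of the control wells' mean inhibition plus 3 SD, cut at about 5.5% in these data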;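 further: 0% = DMSO wells median and 100% = median of wells with control inhibitor compound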
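technique = Kinase-Glo luminescence, ATP depletion format | system = purified MetRS (methionyl-tRNA synthetase) enzyme from Trypanosoma brucei | timing = 15 min preincubation, 2 h reaction, all 25 °C | evaluation = percent inhibition versus plate control medians | dosing = single dose, 11.9 µM final nominal, 0.9% final DMSO | also added = substrates ATP, L-methionine and bulk Escherichia coli tRNA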
SUMO1 PPI mod – alters human SUMO1 binding to SIM partners | SUMO1 binding to a labelled peptide, TR-FRET, 1 h | inhibition, % at 20 µM | 360,000 compounds, 0.33% hits | AID 602429; in the data active means inhibition above about 37%
Scp1 inh – inhibitors of human Scp-1 phosphatase | 340,000 compounds, 0.88% hits | Recombinant Scp1, phosphopeptide, malachite green phosphate absorbance | AID 493091 | inhibition, % at 20 µM | Q9GZU7;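 active means inhibition above about 50% at 20 µM, limit read from the data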;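 further: plate controls were DMSO wells with enzyme for no effect and wells lacking enzyme for full effect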
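Assay system: SCP-1 catalytic fragment, aa 76-261 | Buffer or medium: Tris acetate buffer pH 5.5 with MgCl2 and Tween-20 | Compound: One concentration, 20 µM, with 1.0% DMSO | Also added: Phospho 17-mer peptide substrate | Signal: Absorbance at 630 nm | Incubation: 45 min enzyme reaction at room temperature | Measure: % inhibition of SCP-1 phosphate liberation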
DNMT1 inh – DNMT1 (human) enzyme inhibition. P26358. DNMT1 molecular beacon, Hinp1I cleavage, fluorescence. inhibition (reported as % activation of signal), % at 10 µM. 360,000 compounds, 0.83% hits. AID 588458; in the data active means inhibition above about 50%
Target sequence (P26358 504-1616 limits assumed): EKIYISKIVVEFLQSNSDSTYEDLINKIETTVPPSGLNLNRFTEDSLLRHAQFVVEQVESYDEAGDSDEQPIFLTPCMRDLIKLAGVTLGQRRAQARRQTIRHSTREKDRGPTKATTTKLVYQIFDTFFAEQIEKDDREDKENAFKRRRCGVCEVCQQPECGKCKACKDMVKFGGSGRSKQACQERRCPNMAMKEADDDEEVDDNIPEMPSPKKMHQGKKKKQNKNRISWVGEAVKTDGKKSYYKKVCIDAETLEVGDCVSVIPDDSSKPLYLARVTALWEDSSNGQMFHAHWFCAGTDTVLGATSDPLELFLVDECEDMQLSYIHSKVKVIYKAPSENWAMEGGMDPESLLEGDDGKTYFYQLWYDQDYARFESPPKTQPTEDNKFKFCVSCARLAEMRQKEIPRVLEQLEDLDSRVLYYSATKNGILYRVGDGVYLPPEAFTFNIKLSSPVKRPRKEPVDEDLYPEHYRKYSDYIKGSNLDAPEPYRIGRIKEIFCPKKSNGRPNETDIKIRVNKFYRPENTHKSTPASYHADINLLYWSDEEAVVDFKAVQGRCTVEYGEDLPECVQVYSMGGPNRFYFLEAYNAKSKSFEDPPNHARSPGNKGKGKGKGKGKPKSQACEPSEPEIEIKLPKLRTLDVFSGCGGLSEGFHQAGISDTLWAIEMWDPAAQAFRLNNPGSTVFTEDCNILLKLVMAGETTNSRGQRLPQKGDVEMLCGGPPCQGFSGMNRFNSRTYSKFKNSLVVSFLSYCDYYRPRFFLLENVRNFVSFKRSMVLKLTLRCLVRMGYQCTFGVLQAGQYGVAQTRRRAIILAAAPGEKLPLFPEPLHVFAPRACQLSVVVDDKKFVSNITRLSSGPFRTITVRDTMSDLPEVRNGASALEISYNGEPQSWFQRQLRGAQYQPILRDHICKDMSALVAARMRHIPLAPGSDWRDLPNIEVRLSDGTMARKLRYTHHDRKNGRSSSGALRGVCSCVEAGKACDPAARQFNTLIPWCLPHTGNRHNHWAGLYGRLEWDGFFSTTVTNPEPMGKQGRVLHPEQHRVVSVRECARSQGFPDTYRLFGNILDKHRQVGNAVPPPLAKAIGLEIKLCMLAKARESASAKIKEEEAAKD
MsrA inh – inhibitors of bovine MsrA; purified bovine MsrA, absorbance read-out; inhibition, % at 15.5 µM; 360,000 compounds, 0.75% hits; AID 651718; in the data active means inhibition above about 4.5%;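 further: 0% = vehicle wells with enzyme and 100% = reference inhibitor wells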
Active calls of the source: *; / = not tested or not shown; & = joins results of further samples.

Start of the data: the first two entries as a preview:
LMPTP block	bovine MsrA act	STEP inh	CendR NRP1 mod	E coli Lon inh	TbMetRS inhib	SUMO1 PPI mod	Scp1 inh	DNMT1 inh	MsrA inh	SMILES
2.1	-4	-2	4	12	-0.3	-3	-2	-45	0.7	Nc1ccccc1C#Cc1ccc2[nH]ccc2c1
1.3	-4	4	-12	3	-0.3	3	/	-7	0.5	NC(c1csc(Nc2cc(Oc3ccccc3)ncn2)n1)c1ccccc1Cl (stereo not drawn)

All compounds of this part (from the top)
LMPTP block	bovine MsrA act	STEP inh	CendR NRP1 mod	E coli Lon inh	TbMetRS inhib	SUMO1 PPI mod	Scp1 inh	DNMT1 inh	MsrA inh	SMILES
2.1	-4	-2	4	12	-0.3	-3	-2	-45	0.7	Nc1ccccc1C#Cc1ccc2[nH]ccc2c1
1.3	-4	4	-12	3	-0.3	3	/	-7	0.5	NC(c1csc(Nc2cc(Oc3ccccc3)ncn2)n1)c1ccccc1Cl (stereo not drawn)
-0.5	-9	-1	4	-7	-1.4	-7	7	2	-0.7	CS(=O)(=O)c1ccc(-c2cccc(NC(=O)COc3ccccc3)c2)nn1
-0.2	-2	0	5	0	12*	-1	-11	-4	0.4	Cc1ccc2[nH]c(=O)c(CN(CC3CCCO3)C(=S)NCc3ccco3)cc2c1 (stereo not drawn)
0.5	-3	2	-7	6	-0.6	-3	3	1	-1.2	CCOc1cccc2sc(N(CCN(CC)CC)C(=O)c3ccc(S(=O)(=O)N4CCCCC4)cc3)nc12
-1.6	1	-4	-1	-3	-0.1	-1	-2	-1	1.1	CC1S/C(=N/N=C2CCCCC2)NC1=O (stereo not drawn)
3.0	-1	3	-7	6	-1.6	-13	-2	0	/	c1ccc2sc(-c3ccc4c(c3)OCO4)nc2c1
-1.7	-6	-2	2	-6	-0.2	-2	-7	3	3.8	CN(C)c1ccc(C2Nc3ccccc3C(=O)N2NS(C)(=O)=O)cc1 (stereo not drawn)
0.0	0	1	-12	-11	0.2	2	-16	8	1.0	CCn1c(=O)c(C(=O)NNC(=O)c2cccc(Cl)c2)c(O)c2ccccc21
1.3	2	-3	5	-3	-0.2	5	-5	0	-0.1	COc1ccc(NC(=O)CN(C)C(=O)c2cccc(S(=O)(=O)N3CC4(C)CC3CC(C)(C)C4)c2)cc1 (stereo not drawn)
2.0	-1	-2	1	-1	12*	0	-10	-4	-0.8	Clc1ccc(CN=C2Nc3ccccc3CS2)cc1
-0.3	-13	-4	-2	7	-0.4	5	5	3	0.2	CCCCn1c(CCC(=O)O)nc2cc(S(=O)(=O)N3CCCC3)ccc21
13	-2	1	5	-5	0.0	-7	9	3	0.7	Cc1ccc(-c2c[n+](CC(=O)Nc3nc(-c4ccc(F)cc4)cs3)c3n2CCC3)cc1
2.2	-2	0	-1	2	0.3	-18	-2	-1	2.5	CCC(C)NC(=O)c1cc2cc3ccc(OC)cc3nc2s1 (stereo not drawn)
1.2	-3	1	2	4	0.3	-3	-6	-3	0.8	COc1ccc(CCNC(=O)[C@@H](NC(N)=O)C(C)C)cc1
-1.0	-11	3	-1	3	-1.3	-1	-8	0	0.6	Cn1ccnc1SCCNC(=O)CCc1nnc(CCc2ccccc2)o1
0.9	-5	-1	-2	-10	-0.5	-16	-2	-3	3.1	CN1/C(=C\C(=O)C[n+]2ccc3ccccc3c2)C(C)(C)c2ccccc21
1.3	1	4	6	-1	0.1	-25	6	-6	2.7	CC(Nc1cc(N2CCNCC2)ccc1[N+](=O)[O-])c1ccccc1 (stereo not drawn)
0.7	-4	-1	-14	-6	-0.5	-1	1	24	-0.2	CCCCN(C)S(=O)(=O)c1ccc(C(=O)N(CCN(C)C)c2nc3ccc(C)cc3s2)cc1
-1.8	-3	0	12	3	-0.3	2	-5	2	-1.1	CCOc1ccc(CN(C)C(=O)[C@H](C)NC(=O)c2ccco2)cc1OC
6.3	-3	1	1	-6	-0.2	0	-9	-9	-1.0	COc1ccc(C2=NOC(Cn3nc(-c4ccccc4)cc3C(=O)NCc3ccccc3OC)C2)cc1 (stereo not drawn)
1.8&-0.7	-4&-3	2&-2	-2&-8	2&-19	-0.2&-0.7	-10&-11	-11&-11	2&-2	3.8&3.0	COc1cc(/C=N/NC(=O)c2ccncc2)ccc1O
-0.9	3	-2	8	-9	0.0	-15	-4	-4	-1.5	CC1CCN(C2=C(NS(=O)(=O)c3ccc(Cl)cc3)C(=O)c3ccccc3C2=O)CC1
-1.9	-3	0	1	-6	0.3	19	-7	3	-0.9	O=c1cc(Cl)[nH]c(=O)n1Cc1ccc(F)cc1
0.9	0	-2	-5	-4	0.2	6	-4	0	-0.6	CN(C)c1ccccc1C(=O)N1CCCC(Nc2ccc(F)cc2)C1 (stereo not drawn)
-1.0	-3	0	2	7	-0.3	-3	3	-1	-0.2	COc1ccc(NC(=O)CCC(=O)N/N=C/c2cccnc2)cc1
-0.9	-3	-1	1	-5	-0.4	2	-2	-4	0.0	CC(Oc1ccc(Br)cc1)C(=O)NC1CCN(Cc2ccccc2)CC1 (stereo not drawn)
-0.6	-2	0	8	-3	-0.2	1	1	4	0.5	COc1ccc(NC(=O)CN(C)CC(=O)NCCc2ccc(F)cc2)cc1
0.2	-5	0	1	4	0.2	-4	-2	8	1.4	Cc1cccc(CS(=O)(=O)c2ncc(Cl)c(C(=O)Nc3c(C)cccc3C)n2)c1
-0.6	-1	-1	9	-16	-0.1	-2	-7	2	0.1	COc1ccc(CCN(C)C(=O)CSc2nccn2C)cc1OC
-1.5	-1	5	-2	-6	-0.2	3	-4	5	1.4	C#CCOCCOCCOCCNc1nc(N2CCN(C(=O)[C@H](C)n3cc(CCC(=O)O)nn3)CC2)nc(N2CCN(C(=O)[C@H](CCCCN)n3cc(CCCC)nn3)CC2)n1
-0.7	-1	-2	2	0	-0.3	-2	-1	5	0.6	Cc1cc(NC(=O)COC(=O)[C@@H]2CCCN2C(=O)c2cccs2)no1
-1.6	-4	-3	0	-2	-0.7	-6	0	3	-0.5	O=C(Cc1ccccc1[N+](=O)[O-])N1CCOCC1
0.6	/	/	-8	/	4.7	0	/	/	0.8	O=C(Nc1cc(Cl)cc(Cl)c1)N[C@@H]1CC[C@@H](CCNS(=O)(=O)c2cccc(F)c2)O[C@@H]1CO
-0.2	-4	2	10	-10	-0.3	-7	-4	-1	0.1	C=CCn1c(Cc2csc(N)n2)nnc1SCC(=O)OCC
-0.8	-3	1	8	7	-0.5	1	-4	3	-2.1	O=C(O)C1CCN(Cc2ccccn2)CC1
-7.0	-2	-3	-4	2	-0.3	-33	-18	3	1.2	C1CCCCCC(NCCN2CCNCC2)CCCCC1
1.3	-3	0	20	-1	-0.3	1	-3	-2	-0.5	O=C(NC1CC1)C1Nc2ccc(OC(F)(F)F)cc2C2C=CCC12 (stereo not drawn)
0.0	0	2	10	-4	4.1	2	-9	-10	2.3	COc1ccc(N2CCN(CCCNC(=O)C(=O)c3c[nH]c4ccccc34)CC2)cc1
-0.9	-4	-5	7	-5	-0.3	4	-2	0	0.4	Cc1onc(-c2c(F)cccc2Cl)c1C(=O)Nc1nccs1
-0.5	-2	-1	1	2	-0.3	4	-3	4	-0.4	COc1ccccc1CC(NC(C)=O)C(=O)NC1CCN(C(=O)NCc2ccccc2)CC1 (stereo not drawn)
-1.5	0	-2	13	4	0.3	-10	-7	2	1.5	C(=N\NCc1ccccc1)/c1ccc2ncccc2c1
0.1	-3	3	-2	5	-0.4	0	-6	-1	0.6	CCC(=O)NC(=S)Nc1ccc(NC(=S)NC(=O)c2ccccc2)cc1
-0.9	-6	1	5	-7	-0.7	4	-7	0	-0.1	O=C(Cc1ccccc1)NCC(=O)OC(c1ccccc1)c1ccccc1
-0.6	-6	-2	-9	1	-1.0	4	-8	-11	1.4	Cc1oc(-c2cccs2)nc1CS(=O)CC(=O)NCCc1ccccc1 (stereo not drawn)
-0.2	-7	0	27*	-2	-0.6	-10	0	-15	-0.2	CC(C)C1C(C#N)=C(N)Oc2n[nH]c(-c3ccc4ccccc4c3)c21 (stereo not drawn)
2.1	-1	11	5	1	0.0	4	-18	4	1.1	COc1cc(OCc2ccccc2)c(OC)c(OCc2ccccc2)c1
-1.4	1	-2	5	-7	0.4	1	-8	3	-0.7	CCCCN(C)CCNC(=O)c1c[nH]c2ccc(S(=O)(=O)N(CC)CC)cc2c1=O
0.1	-3	2	-2	-3	0.8	-24	-1	2	-0.4	CCOc1ccc2nc(SCC(=O)Nc3ccc(S(=O)(=O)N4CCCC4)cc3)c(C)cc2c1
-0.7	-4	-1	3	-4	0.1	-6	6	9	0.5	Cc1ccc(NC(=O)C2(c3ccccc3)CCOCC2)c([N+](=O)[O-])c1
0.6	-5	-3	-5	10	-0.1	1	-5	-1	0.1	CC1CCCCC12NC(=O)N(CC(=O)Nc1ccc(Cl)c(S(=O)(=O)N3CCOCC3)c1)C2=O (stereo not drawn)
1.3	-3	-2	-12	-1	-0.3	5	-13	0	-0.6	COC(=O)Nc1ccc(S(=O)(=O)N2CCC(C(=O)NC3CCCCC3)CC2)cc1
0.2	-4	0	5	2	-0.2	-2	20	-3	-1.1	Cc1cc(NC(=O)CCC(=O)N(c2cccc(F)c2)C(C(=O)NC2CCCC2)c2ccncc2)no1 (stereo not drawn)
-0.6	0	-2	0	0	2.5	0	0	0	-0.6	CC(=O)Nc1ccccc1OCCOc1ccc(Br)cc1
-0.1	-7	-2	3	5	-1.2	-8	-3	1	2.3	COc1ccccc1/C=C\C(=O)NCC(=O)N/N=C(\C)Cc1ccccc1
0.5	-2	2	8	6	-0.7	2	-2	-1	0.3	CCOc1ccc(CC(=O)N/N=C(\C)c2cccnc2)cc1
-0.8	0	0	6	-7	-0.1	3	-5	6	0.5	C/C(=C\C(=O)c1ccc(Cl)cc1Cl)N(C)C
0.2	-1	0	0	4	0.6	-1	/	1	-0.1	Cc1ccccc1CN(C)C[C@H]1OCc2cnnn2CCCC(=O)N([C@@H](C)CO)C[C@@H]1C

In the list so far, these contain a thiophene ring, fused or not:
LMPTP block	bovine MsrA act	STEP inh	CendR NRP1 mod	E coli Lon inh	TbMetRS inhib	SUMO1 PPI mod	Scp1 inh	DNMT1 inh	MsrA inh	SMILES
2.2	-2	0	-1	2	0.3	-18	-2	-1	2.5	CCC(C)NC(=O)c1cc2cc3ccc(OC)cc3nc2s1 (stereo not drawn)
-0.7	-1	-2	2	0	-0.3	-2	-1	5	0.6	Cc1cc(NC(=O)COC(=O)[C@@H]2CCCN2C(=O)c2cccs2)no1
-0.6	-6	-2	-9	1	-1.0	4	-8	-11	1.4	Cc1oc(-c2cccs2)nc1CS(=O)CC(=O)NCCc1ccccc1 (stereo not drawn)

Bioassay records from PubChem.
